Screening results as filed in PubChem.
DAX1 inh-1 – blocks DAX1 repression of SF-1 activated StAR promoter; HEK293T StAR-luciferase reporter, SF-1/DAX-1 repression relief; inhibition, % at 6.8 µM; 370,000 compounds, 1.1% hits; AID 652010;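 active means inhibition above the mean over all tested compounds plus 3 SD, cut at about 3.6% in these data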;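 further: 0% = DAX-1 cells with DMSO and 100% = cells lacking DAX-1 with DMSO; higher inhibition means more luminescence from relief of DAX-1 repression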
ssDAF-12 act – activates DAF-12 receptor from parasite S. stercoralis; 370,000 compounds, 1% hits; HEK293 ssDAF-12/GRIP1 lit1-tk-luc reporter, luminescence; % of 3 µM dafachronic acid response; activation, % at 6.8 µM;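 active means activation above the mean over all tested compounds plus 3 SD, cut at about 0.9% in these data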;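 further: 0% = DMSO-only wells and 100% = 3 µM delta7-dafachronic acid wells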
SMARCA2 activ – activators of SMARCA2 function; MG213 cells, MMTV-luciferase reporter, dexamethasone, overnight; activation, % at 9.1 µM; 370,000 compounds, 1% hits; AID 652017; in the data active means activation above about 7.8%;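 further: 0% = vehicle wells and 100% = reference activator wells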
HGIII-sPLA2 inh – Inhibits HGIII-sPLA2 liposome hydrolysis, primary screen; Q9NZ20; QFRET BODIPY PC-A2 liposome hydrolysis, fluorescence; inhibition, % at 12.2 µM; 370,000 compounds, 0.56% hits;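 active means inhibition above mean plus 3 SD of compounds lying within the high and low control bounds, cut at about 19% in these data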;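 further: 0% = median of test compound wells and 100% = no enzyme DMSO wells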
hgDAF-12 ag – activates the H. glycines DAF-12 receptor ligand-binding domain; 370,000 compounds, 1.8% hits; AID 687014; HEK293 GAL4-hgDAF12 UAS-luciferase reporter, agonist luminescence; normalized to butyrate control; activation, % at 6.8 µM;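 active means activation above a cutoff set at the mean of all screened compounds plus 3 SD, cut at about 10% in these data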;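 further: 0% = DMSO wells and 100% = sodium butyrate wells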
GAA850 FXN act – frataxin GAA850 promoter activation; 360,000 compounds, 0.56% hits; HEK293 lucGAA850 FXN promoter luciferase reporter, 24 h; percent of 10 µM SAHA response; AID 540364; activation, % at 6 µM;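 active means activation above the average of all compounds screened plus 3 SD, cutoff fixed separately per campaign, cut at about 7.5% in these data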;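 further: 0% = DMSO wells and 100% = 10 µM SAHA wells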
ADAM10 inh – inhibitors of human ADAM10 | O14672 | recombinant ADAM10, EDANS/DABCYL FRET peptide cleavage, 3 h | inhibition, % at 7 µM | 370,000 compounds, 0.62% hits;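 active means inhibition above a per-campaign cutoff equal to the mean of compounds falling between control-based bounds plus 3 SD, cut at about 20% in these data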;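 further: 0% = DMSO wells while the 100% control is not disclosed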
NPR1 activator – GC-A (human) enzyme activation; HEK293 GC-A cells, cGMP TR-FRET, EC30 ANP; 0% at EC30 ANP, 100% saturating ANP; activation, % at 10 µM; 370,000 compounds, 0.14% hits; in the data active means activation above about 40%
Target sequence (P16066 whole entry, looked up): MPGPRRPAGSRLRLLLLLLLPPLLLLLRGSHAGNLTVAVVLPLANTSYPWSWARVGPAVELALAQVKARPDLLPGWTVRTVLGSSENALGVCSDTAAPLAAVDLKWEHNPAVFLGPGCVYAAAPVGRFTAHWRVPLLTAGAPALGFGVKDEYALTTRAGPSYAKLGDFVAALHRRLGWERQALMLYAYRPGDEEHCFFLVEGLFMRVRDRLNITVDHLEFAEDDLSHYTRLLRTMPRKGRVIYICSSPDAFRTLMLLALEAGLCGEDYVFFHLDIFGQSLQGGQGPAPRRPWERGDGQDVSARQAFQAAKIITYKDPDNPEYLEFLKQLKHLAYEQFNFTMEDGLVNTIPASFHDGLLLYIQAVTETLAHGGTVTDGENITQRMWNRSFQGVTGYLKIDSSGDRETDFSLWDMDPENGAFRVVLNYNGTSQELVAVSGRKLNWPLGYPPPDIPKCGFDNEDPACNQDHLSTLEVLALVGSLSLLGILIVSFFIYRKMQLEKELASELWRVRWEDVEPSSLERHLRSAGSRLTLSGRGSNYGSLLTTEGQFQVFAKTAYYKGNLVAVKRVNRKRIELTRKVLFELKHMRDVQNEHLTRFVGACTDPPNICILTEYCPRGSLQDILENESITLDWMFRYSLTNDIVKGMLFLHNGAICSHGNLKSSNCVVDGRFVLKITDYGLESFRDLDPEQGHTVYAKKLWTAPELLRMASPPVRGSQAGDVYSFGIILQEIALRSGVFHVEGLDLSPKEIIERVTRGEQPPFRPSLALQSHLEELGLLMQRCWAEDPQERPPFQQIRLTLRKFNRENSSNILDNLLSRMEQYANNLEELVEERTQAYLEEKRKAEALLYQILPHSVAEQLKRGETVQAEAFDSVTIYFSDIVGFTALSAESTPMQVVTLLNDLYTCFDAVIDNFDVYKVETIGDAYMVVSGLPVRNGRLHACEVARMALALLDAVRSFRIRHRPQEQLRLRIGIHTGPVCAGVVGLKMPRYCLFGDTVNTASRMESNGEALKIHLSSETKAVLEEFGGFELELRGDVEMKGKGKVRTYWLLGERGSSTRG
hcDAF12 agonist – activates DAF-12 receptor from parasite H. contortus. HEK293 hcDAF-12 lit1-tk-luc reporter, luminescence; 0% DMSO, 100% Δ7-dafachronic acid. activation, % at 6.8 µM. 370,000 compounds, 1.4% hits. AID 652067;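 active means activation above the mean of all tested compounds plus 3 SD, cut at about 5.5% in these data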;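 further: 100% = response to 3 µM Δ7-dafachronic acid high control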
DAX1 inh-2 – NR0B1 (DAX1) inhibition; inhibition, % at 6.75 µM; HEK293 Gal4-DAX1 luciferase reporter, luminescence; 340,000 compounds, 0.99% hits; AID 504766;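 active means inhibition above the mean over all tested compounds plus 3 SD, cut at about 4.2% in these data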;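 further: 0% = DAX1-transfected cells with DMSO and 100% = empty-vector control cells with DMSO; inhibition shows as a rise in luminescence from relieved DAX1 repression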
NPR2 activator – GC-B (human) receptor activation; P20594; HEK293-GC-B cells, CNP EC30, cGMP TR-FRET; 0% at EC30 CNP, 100% saturating CNP; activation, % at 10 µM; 370,000 compounds, 0.11% hits; AID 1920062;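 active means activation at 10 µM reaching about 35% in either raw or pattern-adjusted values, limit read from the data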
* marks the source's active call; other numbers are inactive results; i = inactive; / = no result given.

Order of values: DAX1 inh-1, ssDAF-12 act, SMARCA2 activ, HGIII-sPLA2 inh, hgDAF-12 ag, GAA850 FXN act, ADAM10 inh, NPR1 activator, hcDAF12 agonist, DAX1 inh-2, NPR2 activator
CCc1ccc(OCCn2ccnc2)cc1
  -0.1, -0.7, -0.9, 5.9, -1.5, 0.1, -3.0, 7.0, -0.5, 1.6, 5.9
COc1cc(C(=O)NCC(=O)N/N=C/c2ccco2)cc(OC)c1OC
  2.6, -0.5, -2.8, 8.2, 1.6, 3.1, 2.1, -1.0, 2.0, 0.0, 1.5
Cc1cc(C)c(S(=O)(=O)c2ccccc2F)c(=O)[nH]1
  0.3, -0.9, 0.3, -0.4, -1.3, 1.5, -8.8, 3.5, 1.9, -1.2, 1.6
CCCC(=O)Nc1cccc(NC(=O)c2ccc([N+](=O)[O-])cc2Cl)c1
  -0.7, -1.6, -0.2, 1.0, -2.1, -1.3, 5.9, 0.7, -1.9, -1.9, -2.4
CC1CCN(Cc2nc(Cl)c3c4c(sc3n2)CCC4)CC1
  1.0, -1.6, 2.0, -3.2, -2.0, 0.8, -1.4, 2.6, 0.0, -0.2, -2.7
Cc1c(NS(=O)(=O)c2ccc(N=NN(C)C)cc2)c(=O)n(-c2ccccc2)n1C
  -0.4, -0.9, 1.9, -4.7, -0.3, -1.6, 5.8, 2.6, -0.1, -0.3, -2.1
CC1(C)CC(=O)C=C(Nc2ccccc2NC(=O)c2cc(F)cc(F)c2)C1
  -0.3, -0.9, -3.7, 8.2, 3.1, /, 3.6, -1.9, -3.7, /, -4.0
CC1CCN(C(=O)COC(=O)CCC(=O)c2ccc(Cl)cc2)CC1
  1.6, -0.6, 1.4, -3.0, 1.5, 0.7, -7.6, 2.3, -0.7, -0.3, 0.8
NC(=O)COC(=O)CC12CC3CC(CC(Br)(C3)C1)C2
  0.6, -1.2, 0.2, 5.6, -0.1, -1.3, -0.1, 0.9, 1.1, 0.7, 2.9
COc1cccc(CN2CCN(Cc3[nH]c4ccccc4c3C)CC2CCO)c1 (configuration not stated)
  0.1, -0.8, -0.5, -23.9, 0.1, -2.6, -12.7, 3.0, 3.9, 0.7, 3.7
Cc1cnc(=O)[nH]c1SCC(=O)c1ccc(F)cc1
  0.5, -1.0, 2.9, -0.5, 1.1, 2.6, 6.0, 7.1, -0.5, -0.2, 6.5
O=C(CNc1cccc2ccccc12)N/N=C/c1ccc(OC(=O)/C=C/c2ccco2)cc1
  -0.3, -1.4, -1.0, 3.1, 2.0, 2.9, -18.6, -28.1, 3.1, -0.8, -2.8
CN(C)C(=O)CCc1nc2sc3c(c2c(=O)[nH]1)CCCC3
  0.5, -1.1, 0.0, -2.1, 3.2, 2.1, 4.3, 3.5, -0.9, -0.2, 1.5
CCC(C)N(C(=O)CCC(=O)Nc1cc(C)on1)C(C(=O)NC(C)(C)C)c1ccccc1Cl (configuration not stated)
  0.0, -1.2, -1.4, 3.9, -1.5, -3.5, -11.7, -6.1, -0.1, -2.0, -1.7
COc1ccc(NC(=O)Nc2c(SC)nsc2SC)cc1
  0.2, -0.8, -2.2, -0.6, -2.2, -0.1, 0.6, 1.5, -1.7, 1.7, 0.5
CN(C)C(=O)c1ccccc1NC(=O)Cc1cccc2ccccc12
  -0.1, -1.1, 0.3, 0.5, -2.2, -1.4, -0.9, -0.1, -1.4, 1.6, -4.5
Cc1cc(/C(N)=N/OC(=O)Nc2ccccc2)no1
  0.3, -1.8, -4.4, 3.8, 0.4, 2.0, -2.2, 3.7, -0.6, /, 3.4
CCCCNC(=O)CN1C(=O)NC2(CCOc3ccccc32)C1=O (configuration not stated)
  0.0, -1.2, 0.2, 2.4, 0.0, -1.4, -3.3, 5.8, -1.1, 0.3, 1.3
Cc1cccc(CCNC(=O)C2CCC(CNc3c(N4CCCC4)c(=O)c3=O)CC2)c1 (configuration not stated)
  -0.4, -1.6, -2.0, 11.4, -0.5, 0.5, -9.8, -6.9, -2.5, -0.3, -3.1
Oc1[nH]c2c(Cl)cc(Cl)cc2c1N=NC(=S)NCC1CCCO1 (configuration not stated)
  0.3, -1.0, 0.0, -5.1, -0.1, -0.8, 5.5, -2.6, 0.9, 0.2, -10.2

Following part:
Order of values: DAX1 inh-1, ssDAF-12 act, SMARCA2 activ, HGIII-sPLA2 inh, hgDAF-12 ag, GAA850 FXN act, ADAM10 inh, NPR1 activator, hcDAF12 agonist, DAX1 inh-2, NPR2 activator
CCN(C(=O)COC(=O)C1CCN(S(=O)(=O)c2c(Cl)cccc2Cl)CC1)C1CCCCC1
  -1.9, -1.2, 0.2, -14.4, -1.1, 0.2, 10.1, 0.6, -1.6, 3.2, -12.1
O=C(/C=C/c1ccc(F)cc1)NC(=S)Nc1ccccc1O
  -0.2, -1.4, 0.9, 10.7, 3.3, 1.9, -1.4, 2.7, -1.2, -0.3, -5.7
CCSc1nc2ccccc2c(=O)n1CCc1ccc(OC)c(OC)c1
  -0.9, -2.2, 2.9, -12.6, -4.2, 0.9, 2.6, 2.5, -2.2, 0.2, -1.4
COc1ccccc1N(C)S(=O)(=O)c1ccc(C(=O)Nc2cc(F)ccc2C)cc1
  -1.2, -1.0, -4.3, 3.2, -5.0, -7.1, -5.1, -1.8, -1.7, -1.8, 0.7
Fc1ccc2cc(-c3cccnc3)ncc2c1
  1.8, -1.0, 4.9, 4.8, 6.9, 2.0, -8.7, -0.4, -0.5, 3.2, -5.4
Cc1cccc(NC(=S)N/N=C/C(C)c2ccccc2)c1C (configuration not stated)
  -0.5, -0.9, -3.5, 5.9, -0.4, -0.6, 5.4, 3.1, -0.6, -0.9, 4.7
C/C(=N/NC(=O)c1nnn(-c2nonc2N)c1CSc1ccc(Cl)cc1)c1ccncc1
  -0.4, -0.5, -5.6, 8.2, -0.6, 1.8, -12.6, -2.2, 1.0, -0.4, -1.6
Cc1ccc(-c2ccc(S(=O)(=O)N3CCCC3)cc2)cc1
  0.3, -0.9, 2.0, 9.1, 0.3, 2.6, -5.9, 2.7, -0.3, -0.6, -4.1
OC[C@@H]1CN(Cc2cccs2)C[C@H](n2cnc3c(Nc4ccccc4)ncnc32)O1
  0.1, -1.5, -1.8, -3.5, 0.8, -0.5, -1.5, 2.0, -3.4, /, -1.6
Cc1nn(-c2ccccc2)c(Cl)c1C(=O)OCC(=O)N(C)c1c(N)n(Cc2ccccc2)c(=O)[nH]c1=O
  0.3, -1.2, 3.0, -1.6, -2.7, -1.4, -4.7, -1.6, -0.3, -0.1, 1.5
CC(C)(C)C(=O)Nc1nnc(SCC(=O)NC2CC2)s1
  0.0, -0.7, -1.6, 9.7, -0.5, 0.7, 0.6, 5.0, -2.9, 2.5, 7.8
O=C(Nc1cc(=O)[nH]c2ncnn12)c1ccccc1F
  0.5, -0.8, 0.5, 3.4, -0.5, 0.2, -2.3, -0.8, -0.6, 0.1, -7.3
CCCCN(C(=O)c1sc2nc3n(c(=O)c2c1C)CCC3)c1c(N)n(CC(C)C)c(=O)[nH]c1=O
  0.2, -1.0, -1.4, 5.8, 1.3, 0.6, -14.6, -0.6, 0.8, -0.2, -3.8
O=C(NCCc1c[nH]c2ccccc12)c1ccc2nc[nH]c2c1
  2.9, -0.3, 5.1, -25.0, 5.2, 2.5, 3.7, -0.4, 3.3, 0.9, 1.8
COc1cc2c(cc1OC)C(c1cc([N+](=O)[O-])ccc1O)NCC2 (configuration not stated)
  1.0, -1.5, -2.5, -3.7, -0.3, 1.2, 0.4, 0.2, 0.6, 1.3, -2.9
COc1ccc2sc(-c3ccc(N(C)C)cc3)c(C#CC(C)(C)O)c2c1
  -0.5, -1.0, 3.1, -1.1, -1.3, 5.5, i, 1.8, -0.2, 0.7, -1.4
CN(C)Cc1c(C(=O)N/N=C/c2ccncc2)nnn1-c1nonc1N
  0.1, -1.0, 0.7, -2.1, -0.6, 1.6, 12.2, 2.1, -0.4, -1.3, 4.6
Cc1ccc(C)c(OCC(=O)OCC(=O)Nc2c(C)nn(-c3ccccc3)c2C)c1
  -1.2, -0.5, -2.0, 2.8, -2.1, -1.1, -5.7, 2.5, 0.4, 2.2, 1.6
CC(=O)N/C(=C/c1ccc2c(c1)OCO2)C(=O)NC(Cc1ccccc1)C(=O)O (configuration not stated)
  0.0, -0.9, -1.7, 10.7, -0.9, -0.3, -3.9, 2.2, 0.8, 0.9, 1.9
CCOC(=O)c1sc2nccc(OC)c2c1N=CN(C)C
  -0.8, -1.1, -3.0, 5.4, -3.1, 0.8, -68.5, -0.5, -0.9, 0.0, 5.6

More entries:
Order of values: DAX1 inh-1, ssDAF-12 act, SMARCA2 activ, HGIII-sPLA2 inh, hgDAF-12 ag, GAA850 FXN act, ADAM10 inh, NPR1 activator, hcDAF12 agonist, DAX1 inh-2, NPR2 activator
OC[C@@H]1CN(Cc2ccc(Cl)cc2)C[C@H](n2cnc3c(N4CCOCC4)ncnc32)O1
  0.2, -0.5, -2.8, 8.4, -1.2, 0.7, -10.5, -1.5, -1.0, /, -7.0
CC(=O)Cn1nnc(-c2ccc(C(F)(F)F)cc2)n1
  0.8, -1.1, -0.5, -43.8, 1.8, 2.2, -5.6, 1.4, -0.9, 2.9, 1.5
CCN(C(=O)CN(C)Cc1c(F)cccc1Cl)c1c(N)n(Cc2ccccc2)c(=O)[nH]c1=O
  0.0, -0.9, -0.7, -4.3, -1.1, 0.9, -10.5, 4.2, 0.9, -0.5, 5.9
O=C1c2ccccc2S(=O)(=O)N1CCOc1ccc(F)cc1
  0.2, -1.1, -1.5, -4.0, 4.0, -0.2, 9.8, -0.6, -1.2, 1.4, -11.3
Cc1oc(-c2ccc(F)cc2)cc1-c1nn2c(-c3ccoc3C)nnc2s1
  0.0, -0.6, -1.3, 1.6, 0.0, -1.3, 0.6, -9.6, 0.1, 1.7, -6.6
Cc1ccc(C)c(S(=O)(=O)NCc2ccc(C(=O)N3CCCCC3C)cc2)c1 (configuration not stated)
  -1.6, -2.0, 1.8, -16.3, -2.0, -1.0, 3.1, -4.6, -0.9, -1.9, -9.5
